KCNK9 block = human KCNK9 channel inhibition. Q9NPC2. HEK293 KCNK9, FluxOR thallium flux fluorescence; stronger effect = lower value. B-score at 10 µM. 1.2% of 310,000 active. AID 488922;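 active = ratio B-score over 3 SD below the library mean, with starting fluorescence within 5 SD of its mean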;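 also: negative B-score means less thallium flux so channel inhibition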
RGS4 inh = human RGS4 inhibition; HEK293 M3R/RGS4 inducible, Fluo-4 calcium flux; stronger effect = higher value; triggered by carbachol at its EC20; B-score at 10 µM; 0.45% of 310,000 active; AID 463165;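 active = B-score, a plate-corrected calcium signal, over three deviations above library mean, with baseline fluorescence within five deviations of library mean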;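 also: RGS4 expression induced by doxycycline in cells with stable M3 receptor; B-score is computed from the integrated fluorescence ratio over baseline after carbachol; higher B-score means a larger calcium signal and so more RGS4 inhibition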
Target sequence (P49798 whole entry, looked up): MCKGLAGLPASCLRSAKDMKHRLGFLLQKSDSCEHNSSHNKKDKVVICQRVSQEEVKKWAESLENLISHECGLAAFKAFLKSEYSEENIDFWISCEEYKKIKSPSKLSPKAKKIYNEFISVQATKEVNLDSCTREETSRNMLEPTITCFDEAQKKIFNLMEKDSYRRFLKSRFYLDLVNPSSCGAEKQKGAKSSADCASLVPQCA
TMEM16A inh = inhibitors of mouse TMEM16A calcium-activated chloride channel | normalized B-score (activity score, 25-100; higher = stronger inhibition) at 10 µM | 1.2% of 310,000 active | HEK293 TMEM16A/YFP iodide influx fluorescence, ionomycin | Q8BHY3 | AID 588511;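 active = ratio plate-corrected score three or more library SD toward inhibition, starting fluorescence score within five deviations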;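 also: score derived from kinetic fluorescence span divided by baseline fluorescence per well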
ANO1 activ = activates or potentiates the mouse TMEM16A chloride channel; 0.3% of 340,000 active; B-score at 10 µM; HEK293 TMEM16A/YFP-H148Q/I152L, iodide quench fluorescence; stronger effect = lower value; Q8BHY3; AID 623877;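 active = fluorescence-ratio B-score plate-corrected deviation score at least 3 library SD below zero, with starting fluorescence score within 5 deviations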;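 also: channel opened by trigger with iodide after compound preincubation; score built on the fluorescence ratio of max minus min over baseline; more negative score means more quench and so TMEM16A activation or potentiation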
KCNQ1 act = potentiators or activators of human KCNQ1 potassium channel; P51787; CHO-K1 KCNQ1, thallium flux FluxOR fluorescence; stronger effect = higher value; B-score at 10 µM; 0.35% of 310,000 active; AID 2648;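 active = fluorescence ratio B-score, a plate-corrected score, at least three library SD, with initial intensity B-score within 5 SD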
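assay system = KCNQ1-transfected CHO-K1 cells | medium = assay buffer with matched DMSO | probe or stimulus = depolarizing K+/Tl+ stimulus, K2SO4 and Tl2SO4 each 12.5 mM in 5x stock | dosing = single dose | incubation = dye 90 min, compound 20 min, room temperature | detection = kinetic FluxOR fluorescence, 10 s baseline plus 110 s post-stimulus | evaluation = ratio B score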
HDAC3 inh = inhibitors of human histone deacetylase 3 | AID 2718 | 0.15% of 320,000 active | recombinant HDAC3, fluorogenic peptide/trypsin coupled, fluorescence | inhibition, % at 8.3 µM; in the data active = inhibition above about 26%, passing the limit was not always enough
Target sequence (O15379 whole entry, looked up): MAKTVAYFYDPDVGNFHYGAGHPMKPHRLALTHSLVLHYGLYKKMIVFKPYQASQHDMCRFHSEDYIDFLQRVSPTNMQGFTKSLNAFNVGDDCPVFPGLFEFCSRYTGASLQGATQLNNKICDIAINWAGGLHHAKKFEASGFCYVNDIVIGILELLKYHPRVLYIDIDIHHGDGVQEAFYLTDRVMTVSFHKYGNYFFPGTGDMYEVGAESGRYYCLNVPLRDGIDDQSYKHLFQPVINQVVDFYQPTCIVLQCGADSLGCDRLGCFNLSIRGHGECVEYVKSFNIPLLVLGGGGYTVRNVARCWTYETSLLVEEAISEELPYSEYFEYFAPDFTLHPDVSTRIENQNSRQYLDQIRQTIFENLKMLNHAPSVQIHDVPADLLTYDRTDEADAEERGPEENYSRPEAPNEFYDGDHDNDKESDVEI
SKKanGAS inh = blocks kanamycin growth of S. pyogenes SKKanGAS strain. BacTiter-Glo, 6 h. AID 1662. inhibition, % at 7.5 µM. 1.3% of 300,000 active;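 active = mean replicate score, as percent of positive control median, at least 50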;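 also: strain carries kanamycin resistance gene driven by streptokinase promoter and grows in 40 µg/ml kanamycin; loss of luminescence reflects streptokinase promoter inhibition or plain growth inhibition; 0% = median of DMSO wells and 100% = positive control at its reference dose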
hERG rescue = hERG (human) protection from proarrhythmic block; Q12809; CHO-hERG, FluxOR thallium flux, dofetilide IC70 present; activation (rescue from dofetilide block), less the hit threshold, % at 10 µM; 0.51% of 310,000 active;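 active = activation above the mean of controls blocked by dofetilide plus 5 SD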;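 also: thallium influx through hERG after potassium depolarization seen as dye fluorescence rise; in these data hits start at about 4.7%; inactives centre near -7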
KCNK3 inh = human KCNK3 channel inhibition, primary screen | CHO-KCNK3 thallium flux, FluxOR fluorescence; stronger effect = lower value | B-score at 10 µM | 0.84% of 340,000 active | AID 602410;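 active = B-score under library mean minus 4 SD, starting fluorescence ratio at most library mean plus 5 SD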;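 also: more negative B-score means stronger inhibition of thallium flux through KCNK3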
Target sequence (O14649 whole entry, looked up): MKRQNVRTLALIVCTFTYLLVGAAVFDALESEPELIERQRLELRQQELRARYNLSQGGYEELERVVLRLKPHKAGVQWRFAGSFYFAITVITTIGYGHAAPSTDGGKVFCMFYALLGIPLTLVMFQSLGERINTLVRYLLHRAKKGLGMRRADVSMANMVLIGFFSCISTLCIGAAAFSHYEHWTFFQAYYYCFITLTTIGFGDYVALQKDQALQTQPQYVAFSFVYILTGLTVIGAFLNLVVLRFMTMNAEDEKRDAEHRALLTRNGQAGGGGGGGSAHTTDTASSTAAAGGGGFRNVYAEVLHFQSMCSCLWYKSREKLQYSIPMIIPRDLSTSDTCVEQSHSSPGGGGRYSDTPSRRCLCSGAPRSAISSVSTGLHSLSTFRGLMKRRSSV
RGS4 pot = RGS4 potentiation or activation. 0.92% of 310,000 active. AID 463111. B-score at 10 µM. HEK293 M3R/inducible RGS4, carbachol calcium flux Fluo4; stronger effect = lower value;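 active = B-score of the integrated calcium signal more than 4 SD below the library mean, with starting fluorescence not abnormally high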;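 also: negative B-score means reduced calcium response which marks RGS4 activation or potentiation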
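Assay system: HEK293 FlpIn-TREx cells, stable M3R, doxycycline-inducible RGS4 / Probe or stimulus: carbachol, ECmax concentration / Times: overnight RGS4 induction, 30 min dye load 37 °C, 20 min compound RT / Signal: kinetic calcium fluorescence imaging with Fluo4-AM dye, 2 µM / Measure: Agonist-evoked peak-minus-minimum fluorescence over baseline, integrated ratio, B score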
KCNQ1 inh = human KCNQ1 channel inhibition. P51787. CHO-K1 KCNQ1, FluxOR thallium flux fluorescence; stronger effect = higher value. B-score at 10 µM. 1.3% of 310,000 active. AID 2642;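 active = compounds whose thallium flux B-score, printed positive for inhibition, exceeds three library SD while starting fluorescence stays within three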;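 also: channel opened by potassium depolarization with thallium stimulus after 20 min compound exposure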
Starred values were filed as active, the others as inactive; i = inactive; / = no result given.

SMILES	KCNK9 block	RGS4 inh	TMEM16A inh	ANO1 activ	KCNQ1 act	HDAC3 inh	SKKanGAS inh	hERG rescue	KCNK3 inh	RGS4 pot	KCNQ1 inh
O=C(Cc1ccccc1)Nc1ccc(NC(=O)c2ccc(Br)cc2)cc1	i	i	i	i	i	-4	-8	-4	i	i	i
Cn1c(SCC(=O)NC(=O)Nc2ccccc2)nnc1-c1ccncc1	i	i	i	i	i	-2	-8	-3	i	i	i
O=C(CN1c2ccccc2S(=O)(=O)c2ccccc21)Nc1ccccc1F	i	i	i	i	i	4	-7	-10	i	i	i
O=C(Nc1ccc(S(=O)(=O)Nc2nccs2)cc1)C1CC(=O)N(c2ccc(Cl)cc2)C1 (stereo not drawn)	i	i	i	i	i	6	1	-8	i	i	i
COc1ccc2o/c(=N\O)c(C(=O)Nc3ccccc3OC)cc2c1	i	i	i	i	i	0	1	-8	i	i	i
COCCN1C=C(C(=O)OC)C(c2ccccc2Cl)C(C(=O)OC)=C1	i	i	i	i	i	-8	-4	-14	i	i	i
O=C(COC(=O)c1cc([N+](=O)[O-])ccc1N1CCOCC1)c1ccccc1Cl	i	i	i	i	i	-2	-1	-6	i	i	i
O=C(O)C(c1ccccc1)N1C(=O)/C(=C\c2ccc(-c3ccc(Br)cc3)o2)SC1=S (stereo not drawn)	i	9.6*	/	i	i	/	109*	-6	i	-7.8*	i
Cc1cc(O)c(-c2ccno2)cc1Cl	i	i	i	i	i	1	-2	-11	i	i	i
CCC[C@H](CN[C@@H](CNC)[C@H](C)CC)NCCc1cc(C(F)(F)F)cc(C(F)(F)F)c1	i	i	i	i	i	-13	51*	-14	i	i	i
Cc1ccc(NC(=O)C2CC(=O)N/C(=N/N=C/c3ccco3)S2)cc1 (stereo not drawn)	i	i	i	i	i	1	3	-7	i	i	i
Cn1c(SCC(=O)C(C)(C)C)nnc1-c1ccccn1	i	i	i	i	i	-1	-10	-12	i	i	i
COc1ccc(C2=CC(c3cccc(OC)c3)n3nnnc3N2)cc1 (stereo not drawn)	i	i	i	i	i	-3	-22	-7	i	i	i
CN(C)/C=C/C1=C([N+](=O)[O-])C(c2cccc([N+](=O)[O-])c2)NC(=O)N1 (stereo not drawn)	i	i	i	i	i	8	-4	-6	i	i	i
COc1ccccc1C(=O)Nc1ccnn1C1CCN(Cc2ccccc2OCCO)CC1	i	i	i	i	i	-1	25	-19	i	i	i
CC(C)CN(CC(C)C)c1nnc(NC(=O)Cn2c(=O)oc3ccccc32)s1	i	i	i	i	i	-3	-5	-5	i	i	i
O=C(/C=C/c1cn(-c2ccccc2)nc1-c1cccc(Cl)c1)N1CCN(c2ccccn2)CC1	i	i	i	i	i	1	40	-23	i	i	7*
O=C1CS(=O)(=O)c2ccccc2N1	i	i	i	i	i	-2	3	-3	i	i	i
O=C(NCc1cccc(Cl)c1)C1CCC(=O)N(CCCN2CCCC2=O)C1 (stereo not drawn)	i	i	i	i	i	-6	-1	-14	i	i	i
O=C(CSc1ccc2nnc(-c3ccccn3)n2n1)NCc1ccc2c(c1)OCO2	i	i	i	i	i	-2	-3	-1	i	i	i
O=C(COc1ccccc1)Nc1ccc(Cl)cn1	i	i	i	i	i	2	-7	-19	i	i	i
CN(C)CCCNC(=O)c1cc(C(=O)c2ccccc2F)c[nH]1	i	i	i	i	i	-2	-1	0	i	i	i
Cc1c(N=C2NN=C(c3ccc(Cl)cc3)CS2)c(=O)n(-c2ccccc2)n1C	i	i	i	i	i	1	3	-12	i	i	i
CCOC(=O)n1c(=O)n(Cc2ccc(Cl)cc2Cl)c2ccccc21	-17*	i	i	i	i	2	21	-8	i	i	i

Pulled one by one from the list above (2):
SMILES	KCNK9 block	RGS4 inh	TMEM16A inh	ANO1 activ	KCNQ1 act	HDAC3 inh	SKKanGAS inh	hERG rescue	KCNK3 inh	RGS4 pot	KCNQ1 inh
O=C(NCc1cccc(Cl)c1)C1CCC(=O)N(CCCN2CCCC2=O)C1 (stereo not drawn)	i	i	i	i	i	-6	-1	-14	i	i	i
O=C(COc1ccccc1)Nc1ccc(Cl)cn1	i	i	i	i	i	2	-7	-19	i	i	i

A few values from the results shown.
Result of O=C(NCc1cccc(Cl)c1)C1CCC(=O)N(CCCN2CCCC2=O)C1 (stereo not drawn) under hERG rescue: -14
Result of O=C(CSc1ccc2nnc(-c3ccccn3)n2n1)NCc1ccc2c(c1)OCO2 under hERG rescue: -1

Remaining list, next part
SMILES	KCNK9 block	RGS4 inh	TMEM16A inh	ANO1 activ	KCNQ1 act	HDAC3 inh	SKKanGAS inh	hERG rescue	KCNK3 inh	RGS4 pot	KCNQ1 inh
Cc1cc(C)c2ccc(=O)n(CC(=O)N/N=C/c3ccccc3Cl)c2n1	i	i	i	i	i	-3	24	-1	i	i	i
O=S(=O)(Cc1cc(Cl)nc(-c2ccccc2)n1)c1ccccc1	i	i	i	i	i	8	15	-4	i	i	i
CN(C)C(=O)C1Cc2ccccc2CN1S(=O)(=O)c1cccs1 (stereo not drawn)	i	i	i	i	i	3	7	-7	i	i	i
CC(=O)c1c(C)[nH]c(C(=O)OCC(=O)Nc2sc3c(c2C#N)CCC(C)C3)c1C (stereo not drawn)	i	i	i	i	i	-6	34	-16	i	i	i
O=C(NCc1cccnc1)C1COc2ccccc2O1 (stereo not drawn)	i	i	/	i	i	/	-5	-5	i	i	i
CCN(C(=O)N1CCOCC1)c1ccccc1	i	i	i	i	i	-6	-3	-7	i	i	i
Cc1cc(N2CCOCC2)ccc1/C=C1\NC(=O)N(Cc2ccccc2F)C1=O	i	i	i	i	i	-1	0	-3	i	i	i
O=C(NCCCNC(=O)c1ccco1)c1ccc(Cl)c(Cl)c1	i	i	i	i	i	-2	-3	-7	i	i	i
Cc1ccc(C)c(-c2ccc(=O)n(Cc3c(F)cccc3Cl)n2)c1	i	i	i	i	i	-10	11	-7	i	i	i
COc1ccc(COC(=O)C2=C(C)NC(=O)NC2c2ccccc2F)cc1 (stereo not drawn)	i	i	i	i	i	-10	3	-7	i	i	i
CCOC(=O)C1CCN(c2cc(=O)n(Cc3ccc(F)cc3)c(=O)[nH]2)CC1	i	i	i	i	i	/	-2	-13	i	i	i
Cc1onc(-c2ccc(Cl)cc2Cl)c1-c1csc(N/N=C/c2ccccc2Cl)n1	i	i	i	i	i	2	4	-4	i	i	i
O=C(Nc1nnc(-c2cccs2)o1)C1CC1	i	i	i	i	i	4	3	-6	i	i	i
Cc1ccc(N2C(=O)CC(Sc3ncn[nH]3)C2=O)cc1C (stereo not drawn)	i	i	i	i	i	12	8	-6	i	i	i
O=C(Nc1nnc(SCc2ccc(F)cc2)s1)C1CC(=O)N(c2ccc3c(c2)OCCO3)C1 (stereo not drawn)	i	i	i	i	i	9	21	-5	i	i	i
Cc1ccc(CNC(=O)CSc2nc(C)cs2)cc1	i	i	i	i	i	1	-4	-4	i	i	i
COc1ccc(C(=O)NNC(=O)c2snnc2C)cc1	i	i	i	i	i	-1	38	1	i	i	i
CC(C)N1CCN(c2ccc(S(=O)(=O)N3CCOCC3)cn2)CC1	i	i	i	i	i	1	/	-8	i	i	i
O=C(CCl)Nc1cccc(Oc2ccccc2)c1	i	i	i	i	i	2	13	-9	i	i	i
NC1=NC(=O)/C(=C/c2cccc(F)c2)S1	i	i	i	i	i	9	-5	-2	i	i	i
CCOc1ccc2nc(NC(=O)CSc3nc(-c4ccccc4)c(C#N)c(=O)[nH]3)sc2c1	i	i	/	i	i	/	18	0	i	i	i
CCCN(Cc1nnc(-c2ccccc2Cl)o1)C(=O)c1cc(S(=O)(=O)N2CCOCC2)ccc1F	i	i	i	i	i	-3	-6	-15	i	i	i
CC1(/[N+]([O-])=C/c2ccc(Cl)cc2Cl)CCCCC1=O (stereo not drawn)	i	i	i	i	i	1	9	-14	i	i	i
NC(=O)c1ccc(NC(=O)CSC2=Nc3ccccc3C3CC=NN23)cc1 (stereo not drawn)	i	i	i	i	i	8	-4	-14	i	i	i
CCN(CC)CCCNc1nc(SC)nc2sc3c(c12)CCN(C)C3	i	i	i	/	i	-15	4	-4	/	i	i
CC(C)CNc1cc(N2CCCC2)ccc1[N+](=O)[O-]	i	i	i	i	i	1	4	-1	i	i	i
c1ccc2c(c1)N1CCCN=C1N2CCN1CCCCC1	i	i	i	i	i	-6	-7	-9	i	i	i
Cc1cccc(-c2nc(=S)c3c(o2)CCCC3)c1	i	i	i	i	i	4	-1	-2	i	i	i
COc1ccc(NC(=S)N2CCC(NC(=O)c3ccc(OC)cc3)CC2)cc1	i	i	i	i	i	1	-12	-7	i	i	i
Cc1cccc(NS(=O)(=O)c2nnc(NC(=O)CC(C)C)s2)c1	i	i	i	i	i	1	2	-11	i	i	i
O=C(CCS(=O)(=O)c1cccc2nsnc12)NC1CCCCCC1	i	i	i	i	i	-2	0	-6	i	i	i
Cc1scc(C(=O)N/N=C/c2ccc(OC(C)C)cc2)c1C	i	i	i	i	i	2	-5	-3	i	i	i
Cc1cc(C)c(S(=O)(=O)n2cnc3ccccc32)c(C)c1	i	i	i	i	i	3	7	-3	i	i	i
CNC(=O)c1cc2cc(Cc3ccccc3Cl)ccc2oc1=O	i	i	i	i	i	-2	-5	-20	i	i	i
Cc1c(Cl)cccc1NC(=O)Cc1ccc([N+](=O)[O-])cc1	i	i	i	i	i	3	/	-6	i	i	i
CCN(CC)S(=O)(=O)c1cccc(C(=O)N/N=C/c2ccc([N+](=O)[O-])o2)c1	i	i	i	i	i	4	7	-14	i	i	i
O=C1c2oc3ccccc3c(=O)c2C(c2cccc(F)c2)N1CCCO (stereo not drawn)	i	i	i	i	i	-1	4	-8	i	i	i
CSc1ccccc1OCc1cc(C(=O)N2CCC(c3ccncc3)CC2)no1	i	i	100*	i	i	6	-2	-19	i	i	i
CCc1cccc2c(C(=O)CSc3nnc(-c4ccoc4C)n3C)c[nH]c12	i	i	i	i	i	2	-1	-9	i	i	i

Two neighbouring entries already listed, quoted:
SMILES	KCNK9 block	RGS4 inh	TMEM16A inh	ANO1 activ	KCNQ1 act	HDAC3 inh	SKKanGAS inh	hERG rescue	KCNK3 inh	RGS4 pot	KCNQ1 inh
O=C(Cc1ccccc1)Nc1ccc(NC(=O)c2ccc(Br)cc2)cc1	i	i	i	i	i	-4	-8	-4	i	i	i
Cn1c(SCC(=O)NC(=O)Nc2ccccc2)nnc1-c1ccncc1	i	i	i	i	i	-2	-8	-3	i	i	i

Source: PubChem
